From PubChem
Glyco luc inh = increase of ERlucT glycosylation luciferase signal, primary screen, N-linked glycosylation inhibitor project, D54 ERlucT cells, luminescence, set 2 | reporter increase, % at 12.5 µM | AID 588692, 2011 | actives 0.23% (n = 360,000) | D54 ERlucT glycosylation luciferase reporter, 24 h; percent of 100 nM tunicamycin response;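 active = mean luciferase reporter signal, scaled so untreated is 0 and the glycosylation-blocking control 100, at or above a set limit in every replicate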;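 note: luciferase carries N-glycosylation sites so blocking glycosylation raises the light; 0% = median of neutral control wells and 100% = median of 100 nM tunicamycin wells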
MC4R barr agon = MC4R agonists recruiting beta-arrestin, primary screen, cell-based, luminescence, agonist arm of biased-ligand search | U2OS MC4R beta-arrestin complementation; percent of melanotan II response, DMSO zero | activation, % at 8.9 µM | actives 0.98% (n = 360,000) | AID 540308, 2011;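 active = activation above a per-plate cutoff, the mean activation of sample wells on that plate plus 3 SD, cut at about 8% in these data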
H9c2 protect = cardioprotection against H2O2-induced cell death, primary screen, uHTS, H9c2 cells, ATPLite luminescence; H9c2 cardiomyocytes, H2O2 injury protection, 2 h; protection from H2O2 cell death, % at 20 µM; actives 0.63% (n = 360,000); AID 588492, 2011;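 active = compounds giving at least 50% protection of heart cells from peroxide-induced death in the single-dose screen, raw or plate-pattern-corrected value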;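 note: 0% = DMSO wells with peroxide and 100% = DMSO wells without peroxide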
MC4R antag cAMP = MC4R antagonists of cAMP signaling, primary screen, cell-based, TR-FRET, antagonist arm of biased-ligand search | Melanocortin receptor 4 (Homo sapiens), P32245 | MC4R-expressing cells, MTII-stimulated cAMP, LANCE TR-FRET | inhibition, % at 6.5 µM | actives 0.48% (n = 360,000);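 active = inhibition above its plate's cutoff, the mean of tested wells on that plate plus 3 SD, cut at about 29% in these data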;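 note: 0% = Melanotan II alone and 100% = Melanotan II plus saturating MCL0020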
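Assay system: human MC4R-expressing U2OS cells; reagent: Melanotan II stimulation of cells; dosing: 6.5 µM single dose; timing: compound 30 min, challenge 1 h, detection 1 h; signal: TR-FRET cAMP assay; replicates: one well per compound, no replicates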
CaV13 ICDI inh = Disruptors of the CACNA1D IQ motif to Ca2+-dependent inactivation inhibitor domain association, primary screening, Förster resonance energy transfer in intact living …; actives 0.098% (n = 340,000); HEK cells, CFP/YFP FRET ICDI-IQ, plate reader, 10 min; percent FRET-ratio fall versus neutral wells; inhibition, % at 12.3 µM;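 active = mean replicate inhibition of at least 30% and at least 1% of replicates passing that level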;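 note: 0% = median of the neutral control wells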
ABHD5 PLIN5 PPI = ABHD5-PLIN5 interaction inhibitors, primary screen, cell lysate, split luciferase complementation, luminescence; Split G. princeps luciferase complementation, 4 h; inhibition, % at 4 µM; actives 0.78% (n = 360,000); AID 602281, 2012;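 active = inhibition above the mean inhibition across every tested compound plus 3 SD, cut at about 22% in these data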;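 note: 0% = DMSO only wells and the 100% control is not disclosed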
ABCB6 inh MLPCN = ABCB6 transporter inhibitors, primary screen, K562-ABCB6 cells, flow cytometry, MLPCN library; ATP-binding cassette sub-family B member 6 (Homo sapiens), Q9NP58; K562-ABCB6 porphyrin accumulation, 1 h; active compounds read low; fluorescence ratio to DMSO, % at 10 µM; actives 0.19% (n = 360,000); AID 602162, 2011;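 active = fluorescence ratio to DMSO below 75%, the collection mean minus 3 SD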;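 note: signal is porphyrin accumulated inside mitochondria; 100% equals median channel fluorescence of DMSO control wells; lower ratio means ABCB6 inhibition with less porphyrin fluorescence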
HTR2A ag = mouse Htr2a agonists via beta-arrestin recruitment, primary screen, cell-based, luminescence; 5-hydroxytryptamine receptor 2A (Mus musculus), P35363; CHO-K1 mHTR2A beta-arrestin complementation; percent of 30 µM serotonin response; activation, % at 7.6 µM; actives 0.66% (n = 360,000); AID 624169, 2012;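 active = activation above a run cutoff, the mean activation of all tested compounds plus 3 SD, cut at about 14% in these data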;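 note: 0% = plate median of compound wells and 100% = 30 µM serotonin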
Target sequence (P35363 whole entry, looked up): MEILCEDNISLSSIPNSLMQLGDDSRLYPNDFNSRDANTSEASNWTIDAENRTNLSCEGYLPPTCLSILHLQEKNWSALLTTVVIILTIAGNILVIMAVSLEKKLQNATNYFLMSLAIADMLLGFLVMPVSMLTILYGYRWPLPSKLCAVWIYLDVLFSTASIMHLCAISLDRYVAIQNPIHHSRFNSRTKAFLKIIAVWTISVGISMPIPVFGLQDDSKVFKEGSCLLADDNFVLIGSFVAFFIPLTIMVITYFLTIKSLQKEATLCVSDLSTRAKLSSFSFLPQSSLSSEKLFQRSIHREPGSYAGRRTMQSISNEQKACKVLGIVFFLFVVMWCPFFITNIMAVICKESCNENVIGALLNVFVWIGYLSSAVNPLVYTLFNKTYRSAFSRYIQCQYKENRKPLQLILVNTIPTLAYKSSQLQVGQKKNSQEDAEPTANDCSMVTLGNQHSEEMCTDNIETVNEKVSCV
Granule exo inh = LAMP-1 surface exposure blockers, TALL-104 cells – cell-based, flow cytometry, MLPCN library, primary screen. TALL-104 LAMP-1 surface exposure; cells stimulated with thapsigargin and PMA. AID 651702, 2012. actives 0.66% (n = 360,000). inhibition, % at 10 µM;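 active = inhibition above about 55%, limit read from the data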
PDI turbidity = inhibitors of human PDI, primary screen, biochemical, turbidity, single point, plate reader; inhibition, % at 10 µM; Protein disulfide-isomerase (Homo sapiens), P07237; PDI insulin aggregation turbidity, A650, 90 min; AID 588391, 2011; actives 0.052% (n = 350,000);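 active = mean inhibition across replicates of 30% or more, whatever share of single replicates reach that level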;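 note: absorbance from insulin aggregation driven by PDI reduction with DTT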
Target sequence (P07237 whole entry, looked up): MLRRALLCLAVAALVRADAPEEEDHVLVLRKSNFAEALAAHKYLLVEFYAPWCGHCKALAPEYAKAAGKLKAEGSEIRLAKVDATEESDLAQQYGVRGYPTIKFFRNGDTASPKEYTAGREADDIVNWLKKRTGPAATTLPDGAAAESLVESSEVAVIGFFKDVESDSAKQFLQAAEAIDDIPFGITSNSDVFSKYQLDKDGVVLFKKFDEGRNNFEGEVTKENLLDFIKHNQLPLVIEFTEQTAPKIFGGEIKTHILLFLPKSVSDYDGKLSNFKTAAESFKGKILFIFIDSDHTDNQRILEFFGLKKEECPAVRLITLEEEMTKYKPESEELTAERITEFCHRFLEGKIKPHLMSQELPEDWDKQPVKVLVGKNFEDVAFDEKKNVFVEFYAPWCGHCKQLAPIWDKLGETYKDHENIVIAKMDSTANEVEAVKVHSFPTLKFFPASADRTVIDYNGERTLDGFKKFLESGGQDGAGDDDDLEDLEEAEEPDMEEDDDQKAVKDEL
Numbers without * were called inactive; / = no result given.

nr	mol	MC4R antag cAMP	MC4R barr agon	Granule exo inh	ABCB6 inh MLPCN	ABHD5 PLIN5 PPI
1	CCn1c(COc2ccccc2)nnc1SCC(=O)NC1CC1	-1	-0.7	-2	101	7
2	O=C(c1ccc([N+](=O)[O-])cc1)N1CCSC1c1cccc(Cl)c1 (stereo unspecified)	-1	1.6	5	101	-6
3	CCCc1nnc(NC(=O)CN2CCN(C)CC2)s1	3	-0.6	2	95	2
4	O=C(Nc1ccc(OC(F)F)cc1)c1cc[n+]([O-])cc1	1	-2.9	3	102	-2
5	COc1ccc(CSc2nnnn2-c2ccc(C(=O)O)cc2)cc1	6	-1.4	1	98	5
6	Cc1occc1-c1nnc(SCc2nnc(-c3ccc(Cl)cc3)o2)n1C	13	1.0	3	94	-4
7	Cc1[nH]c2nc3ccccc3n2c(=O)c1CCC(C)C	1	-1.2	6	100	8
8	O=C1CC(C(=O)Nc2cccc(F)c2)n2ncnc2N1 (stereo unspecified)	3	-1.5	18	106	3
9	O=S(=O)(CCN(CCS(=O)(=O)C(F)(F)F)CC1CCCO1)C(F)(F)F (stereo unspecified)	17	0.1	5	99	7
10	CNC(=O)c1nn(-c2ccc(C)cc2)ccc1=O	1	-1.8	-2	100	-1
11	O=C(NC(=S)Nc1cccc2ncccc12)c1ccco1	13	-1.4	-2	98	2
12	O=C(NCC(F)(F)F)c1cc2c(c(-c3cccc(-c4ccccc4F)c3)n1)[C@@H](CCO)N(C(=O)CC1CC1)C2	/	/	8	98	5
13	CCCCc1nc2cc(C(=O)NCc3cc(C)n(C)n3)ccc2o1	3	-0.8	-1	96	8
14	COC(=O)c1ccc(NC(=O)c2ccc(C)cc2)o1	-6	-0.2	1	99	1
15	O=C(Cn1nnc(-c2ccccc2-n2cnnn2)n1)N1CCCCC1	1	-1.8	-1	102	-3

nr	H9c2 protect	PDI turbidity	Glyco luc inh	CaV13 ICDI inh	HTR2A ag
1	0	4	-1	-6	4
2	-1	2	-1	-6	1
3	-1	5	3	-4	0
4	-5	-81	0	-7	8
5	8	13	-2	-17	0
6	-8	-4	0	-4	5
7	12	-30	1	/	1
8	5	3	1	-3	2
9	4	2	-3	-9	-2
10	1	9	2	1	-2
11	-1	10	2	1	1
12	/	/	/	-7	-3
13	7	0	-1	-8	4
14	-9	0	1	-5	4
15	5	-4	0	/	6

nr	mol	MC4R antag cAMP	MC4R barr agon	Granule exo inh	ABCB6 inh MLPCN	ABHD5 PLIN5 PPI
16	CSc1ccc(CN2CCC(N3CCC(C(=O)NC4CC4)CC3)CC2)cc1	12	0.4	-7	99	-2
17	CCCCn1c(N)c(N(CCOC)C(=O)CCN2C(=O)C3CC=CCC3C2=O)c(=O)[nH]c1=O (stereo unspecified)	3	1.8	-2	104	8
18	O=C(NCc1nc2ccccc2[nH]1)c1cc2ccccc2oc1=O	-2	0.7	-5	102	1
19	CCCCn1c(N)c(N(CC(C)C)C(=O)C2CCN(S(=O)(=O)c3ccc(C)cc3)CC2)c(=O)[nH]c1=O	1	-4.0	12	96	-8
20	Cc1cccc(C(=O)NCC(=O)N2CCN(S(=O)(=O)c3ccccc3)CC2)c1	-2	-2.3	-1	94	7
21	O=C(NCc1nnnn1-c1ccccc1)c1ccc2ccccc2c1	15	1.1	-1	98	3
22	CCN(CC)CC#CCOC(c1ccccc1)c1ccccc1	-2	0.6	10	98	3
23	O=S(=O)(CCNCc1ccco1)NC1CCCCC1	10	0.4	2	100	-12
24	Cc1nn(C)cc1-c1n[nH]c(=S)n1-c1ccc(F)cc1	7	-1.6	-1	98	0
25	COc1ccccc1NC(=S)NNC(=O)c1cc(C)nn1C	-6	-0.7	2	89	-3
26	COc1cccc(CN2CCNC(=O)C2CC(=O)O)c1OC (stereo unspecified)	-3	0.2	25	106	2
27	COc1ccc(-n2nc(C(=O)NCC(=O)N3CCCCCC3)c3ccccc3c2=O)c(OC)c1	14	-1.8	0	98	5
28	CCCCC(OC(=O)CN1C(=O)COc2ccccc21)C(=O)NC1CCCCC1 (stereo unspecified)	10	3.1	-15	108	-8
29	Cn1cncc1C#Cc1c(C=O)n(C)c2ccccc12	-2	-1.3	-10	102	13
30	CCCC(=O)NNC(=O)CCC(=O)Nc1ccccc1Cl	7	-3.5	2	85	2

nr	H9c2 protect	PDI turbidity	Glyco luc inh	CaV13 ICDI inh	HTR2A ag
16	1	2	1	-5	-5
17	9	-5	3	-5	4
18	2	4	4	/	0
19	-2	0	0	-2	2
20	-4	-3	0	-14	8
21	-3	1	2	-7	-5
22	-7	1	-6	-4	-7
23	7	-1	-1	-8	0
24	-3	-3	0	-5	-2
25	-3	4	2	-2	3
26	0	-2	0	-6	14*
27	-9	7	1	-4	2
28	1	-2	-2	-4	10
29	17	-5	-1	-16	-4
30	4	0	1	2	5

Results in HTR2A ag, for some of the entries so far:
entry	SMILES	HTR2A ag
20	Cc1cccc(C(=O)NCC(=O)N2CCN(S(=O)(=O)c3ccccc3)CC2)c1	8
21	O=C(NCc1nnnn1-c1ccccc1)c1ccc2ccccc2c1	-5
22	CCN(CC)CC#CCOC(c1ccccc1)c1ccccc1	-7
23	O=S(=O)(CCNCc1ccco1)NC1CCCCC1	0
24	Cc1nn(C)cc1-c1n[nH]c(=S)n1-c1ccc(F)cc1	-2
25	COc1ccccc1NC(=S)NNC(=O)c1cc(C)nn1C	3
26	COc1cccc(CN2CCNC(=O)C2CC(=O)O)c1OC (stereo unspecified)	14*

Continuation:
nr	mol	MC4R antag cAMP	MC4R barr agon	Granule exo inh	ABCB6 inh MLPCN	ABHD5 PLIN5 PPI
31	COc1ccc(CCNc2cc(=O)[nH]c(N)n2)cc1	26	1.8	3	109	-12
32	COc1ccc(CCN2CC(C(=O)N(C)Cc3ccc4nsnc4c3)CCC2=O)cc1 (stereo unspecified)	8	-0.8	-5	96	1
33	CSc1ccc(C(=O)C2CCCN(C(=O)CCCn3cncn3)C2)cc1 (stereo unspecified)	2	-2.9	1	104	4
34	O=C(Nc1ccc(S(=O)(=O)Nc2nccs2)cc1)c1nn(-c2ccc(F)cc2)ccc1=O	-5	-2.5	0	100	4
35	CCOC(=O)c1[nH]c2ccccc2c1NC(=S)Nc1cccc(C)c1	-6	-1.3	-6	97	4
36	O=C(/C=C/c1ccccc1)NNC1=NS(=O)(=O)c2ccccc21	1	-3.6	3	92	1
37	O=C(COC(=O)c1ccccc1SCC(=O)N1CCCC1)NC1CCS(=O)(=O)C1 (stereo unspecified)	3	-2.8	-5	100	-2
38	O=C(Nc1ccc(S(=O)(=O)Nc2ccccn2)cc1)c1ccc(Cl)cc1Cl	11	-0.1	-2	97	-3
39	Cc1ccc(NC(=O)c2cc3nc(C)cc(C)n3n2)cc1	4	-0.6	1	104	7
40	NC1(C(=O)O)CCCCC1c1ccccc1 (stereo unspecified)	3	-0.4	2	99	-6
41	Cc1ccc(Nc2nc(-c3cccnc3)cs2)cc1C	6	-0.5	-10	92	-7
42	Cc1cccc[n+]1C1C(c2ccccc2)C(C#N)=C(C(=C=[N-])C#N)NC1(O)C1CC1 (stereo unspecified)	3	-0.5	-2	106	0
43	COc1cc(C(CCN2CCOCC2)c2c(OC)cc(OC)c3c(C)cc(=O)oc23)cc(OC)c1OC (stereo unspecified)	3	0.5	3	98	0
44	C=CCN1C(=O)C(Cc2ccccc2)SC1=Nc1ccc(C(=O)O)cc1 (stereo unspecified)	0	-2.4	1	99	-4
45	CC1CC(C)CN(S(=O)(=O)c2cc3c4c(c2)CCN4C(=O)CC3)C1 (stereo unspecified)	14	-2.7	-4	95	-5

nr	H9c2 protect	PDI turbidity	Glyco luc inh	CaV13 ICDI inh	HTR2A ag
31	4	-1	1	-7	-7
32	0	-5	0	-5	4
33	-1	4	0	-4	1
34	2	0	0	-3	-4
35	-13	-2	-1	-7	9
36	-4	-4	0	-3	-3
37	7	2	1	-14	8
38	-3	8	2	-3	-7
39	-6	-1	-14	-4	2
40	2	-3	0	-11	1
41	-17	-2	-9	-19	1
42	-3	4	-1	/	4
43	12	-3	3	-5	-6
44	3	-6	0	-4	5
45	3	-3	1	-5	3

nr	mol	MC4R antag cAMP	MC4R barr agon	Granule exo inh	ABCB6 inh MLPCN	ABHD5 PLIN5 PPI
46	CNc1ccc(/C=C/C(=O)c2ccc(C)cc2)cc1[N+](=O)[O-]	-5	3.0	-3	90	6
47	COC(=O)c1[nH]nc2c1C(=O)N(Cc1ccccc1)C2=O	14	1.4	1	97	-2
48	CCOc1ccc(CN(C)CC(=O)NCc2ccc(F)cc2)cc1	24	2.1	-10	97	0
49	O=C1CSC(c2ccccn2)N1c1ccc(F)cc1F (stereo unspecified)	0	-1.6	3	99	0
50	Cc1ccc(CC2(c3ccccc3)NC(=O)NC2=O)cc1 (stereo unspecified)	9	0.4	6	103	-7
51	Cc1ccc(NC(=O)CCc2ccccc2)cc1C	5	-0.8	-3	82	-5

nr	H9c2 protect	PDI turbidity	Glyco luc inh	CaV13 ICDI inh	HTR2A ag
46	-11	0	20	-3	1
47	-7	-9	3	/	1
48	1	-3	3	-4	-10
49	1	-4	1	3	-2
50	2	1	0	-7	3
51	-6	9	2	2	4

Looked up by structure from the entries so far:
nr	mol	MC4R antag cAMP	MC4R barr agon	Granule exo inh	ABCB6 inh MLPCN	ABHD5 PLIN5 PPI
49	O=C1CSC(c2ccccn2)N1c1ccc(F)cc1F (stereo unspecified)	0	-1.6	3	99	0
50	Cc1ccc(CC2(c3ccccc3)NC(=O)NC2=O)cc1 (stereo unspecified)	9	0.4	6	103	-7

nr	H9c2 protect	PDI turbidity	Glyco luc inh	CaV13 ICDI inh	HTR2A ag
49	1	-4	1	3	-2
50	2	1	0	-7	3
